M1 antag: blocks human M1 muscarinic receptor | CHO-K1 hM1, Fluo-8 calcium fluorescence, ACh EC80 antagonist | P11229 | 360,000 compounds, 1.3% hits | inhibition, % at 3 µM | AID 588852;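 active = percent inhibition above its own plate's cutoff, namely the mean of that plate's compound wells plus 3 SD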;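 also: peak over basal fluorescence ratio during 140 s after agonist addition; 0% = ACh EC80 plus DMSO and 100% = DMSO alone without agonist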
Target sequence (P11229 whole entry, looked up): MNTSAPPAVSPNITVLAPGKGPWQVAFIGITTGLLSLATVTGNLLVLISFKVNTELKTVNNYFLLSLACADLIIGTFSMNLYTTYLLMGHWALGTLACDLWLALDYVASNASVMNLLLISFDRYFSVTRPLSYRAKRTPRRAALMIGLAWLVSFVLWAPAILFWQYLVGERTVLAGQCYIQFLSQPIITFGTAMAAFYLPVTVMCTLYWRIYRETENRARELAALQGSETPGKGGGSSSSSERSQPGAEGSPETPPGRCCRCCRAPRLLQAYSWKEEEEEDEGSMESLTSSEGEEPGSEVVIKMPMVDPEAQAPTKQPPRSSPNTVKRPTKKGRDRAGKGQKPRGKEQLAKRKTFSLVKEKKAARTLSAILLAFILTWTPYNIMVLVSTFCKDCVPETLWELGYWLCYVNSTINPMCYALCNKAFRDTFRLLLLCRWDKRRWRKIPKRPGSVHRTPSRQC
M1 ag parental: nonselective activator or artifact in parental CHO-K1 cells; 360,000 compounds, 0.48% hits; activation, % at 3 µM; Fluo-8 calcium fluorescence; scaled to maximal ATP response, vehicle zero; AID 602248; in the data active = activation above about 15%;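 also: untransfected CHO-K1 host cells lacking M1 receptor as counterscreen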
M1 PAM parental: M1 PAM counterscreen hit in parental CHO-K1 cells; ATP EC20, Fluo-8 calcium fluorescence; 0% at ATP EC20, 100% at ATP max; activation, % at 3 µM; 360,000 compounds, 0.02% hits; AID 602247;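 active = activation above the run cutoff, the mean activation of all test compounds plus 3 SD, cut at about 40% in these data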;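 also: peak over basal fluorescence ratio in a 140 s read after ATP addition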
OXTR potentiate: potentiates the human oxytocin receptor response; AID 2445; activation, % at 3 µM; 320,000 compounds, 0.061% hits; CHO-OTR cells, Fluo-8 calcium fluorescence, potentiator mode; 0% = oxytocin EC15, 100% = EC100;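 active = activation above that plate's cutoff, the mean activation of tested compounds plus 3 SD, cut at about 6.6% in these data, passing the limit was not always enough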;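 also: 100% uses oxytocin at 75 nM as the full agonist control; some results filed as inactive read as strong as hits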
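Dosing: Single dose, 3.0 µM nominal final compound concentration | Material: Human OTR in CHO cells | Technique: Kinetic Fluo-8 calcium fluorescence | Benchmarks: EC15 oxytocin alone as 0%, 75 nM oxytocin as 100% | Probe or stimulus: Oxytocin at about EC15, sub-maximal agonist stimulus | Incubation: Compound 6 min at room temperature before oxytocin, 100 s read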
TAAR1 antag: human TAAR1 antagonism. CHO RD-HGA16 TAAR1, Fluo-8 calcium fluorescence, antagonist. inhibition, % at 3 µM. 360,000 compounds, 1.5% hits. AID 624466;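 active = inhibition above a per-plate cutoff, the mean inhibition of test compounds on that plate plus 3 SD, cut at about 49% in these data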;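 also: 0% = DMSO plus EC80 beta-PEA response and 100% = DMSO alone without agonist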
Target sequence (Q96RJ0 whole entry, looked up): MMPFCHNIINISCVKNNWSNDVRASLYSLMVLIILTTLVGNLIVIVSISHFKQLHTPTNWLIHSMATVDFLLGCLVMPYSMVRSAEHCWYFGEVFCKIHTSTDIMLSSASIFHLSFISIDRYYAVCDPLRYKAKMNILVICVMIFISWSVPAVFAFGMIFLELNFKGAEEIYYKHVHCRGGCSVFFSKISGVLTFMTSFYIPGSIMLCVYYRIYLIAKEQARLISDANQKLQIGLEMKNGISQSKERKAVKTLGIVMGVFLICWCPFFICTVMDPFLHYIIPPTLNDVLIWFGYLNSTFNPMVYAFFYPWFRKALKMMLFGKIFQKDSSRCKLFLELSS
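Test system: RD-HGA16 CHO cells with stable hTAAR1 and Gα16 / Probe or stimulus: EC80 β-phenethylamine stimulus / Times: seeding 17-24 h prior, 75-min 37 °C, 30-min RT dye loading / Detection: Fluo-8 calcium-sensitive fluorescence / Read-out basis: % inhibition scaled between DMSO and EC80 PEA controls / Repeats: singlicate, one well per test compound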
TAAR1 agonist: human TAAR1 agonism | AID 624467 | CHO RD-HGA16 TAAR1, Fluo-8 calcium fluorescence; vehicle wells 0%, saturating PEA agonist 100% | Q96RJ0 | 360,000 compounds, 0.99% hits | activation, % at 3 µM;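 active = activation above the mean activation of all test compounds in the run plus 3 SD, cut at about 38% in these data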
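test system = CHO RD-HGA16 cells carrying human TAAR1 plus Gα16 | schedule = 17-24 h seeding, 75 min 37 °C dye, 30 min RT | compound dosing = 3 µM single concentration | control set = DMSO and PEA EC100 | replicates = n 1 | signal = Fluo-8 fluorescence, 5 s baseline then 140 s kinetic read | measure = percent activation vs PEA EC100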
CHO parental Ca: counter-screen: ATP calcium response change in parental CHO cells | parental CHO-K1, ATP-induced calcium, Fluo-8 fluorescence | inhibition, % at 5.6 µM | 330,000 compounds, 0.63% hits | AID 463079;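 active = inhibition above that plate's mean sample inhibition plus 3 SD, cut at about 26% in these data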;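 also: 0% = ATP-challenged DMSO wells and 100% = DMSO wells without ATP; some compounds past the cut are filed as inactive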
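test system = CHO parental line | reagent = ATP stimulus | measured by = intracellular calcium via Fluo-8 no-wash fluorescent dye | control set = ATP and no-ATP DMSO wells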
M1 ag: agonists of human M1 muscarinic receptor. P11229. CHO-K1 hM1, Fluo-8 calcium fluorescence, agonist mode; 0% DMSO, 100% acetylcholine EC100. activation, % at 3 µM. 360,000 compounds, 0.33% hits. AID 588814;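 active = activation above the run's mean compound activation plus 3 SD, cut at about 16% in these data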;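 also: peak over basal fluorescence ratio within a 140 s kinetic read after compound addition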
CHO-K1 Ca antag: counter-screen for M1 antagonists: effect in parental CHO-K1 cells; ATP-induced calcium, Fluo-8 fluorescence; inhibition, % at 3 µM; 360,000 compounds, 0.6% hits; AID 602250;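 active = inhibition above a per-plate cutoff, the plate's mean sample inhibition plus 3 SD, cut at about 24% in these data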;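 also: 0% = DMSO plus EC80 ATP and 100% = DMSO alone without ATP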
The depositor's hits bear a star. No enrichment for hits, and some 4.2% of all compounds hit somewhere here.

COc1cccc(CN2CC(O)=C(c3nc(-c4ccc(Cl)cc4)cs3)C2=N)c1 was read as M1 antag -2, M1 ag parental 0.3, M1 PAM parental 18, OXTR potentiate -6, TAAR1 antag -20, TAAR1 agonist 5, CHO parental Ca -27, M1 ag -4 and CHO-K1 Ca antag -12.
CNS(=O)(=O)c1cccc(C(=O)Nc2cccnc2)c1 was read as M1 antag -30, M1 ag parental 0.6, M1 PAM parental 12, OXTR potentiate 1, TAAR1 antag -12, TAAR1 agonist 3, CHO parental Ca 0, M1 ag -2 and CHO-K1 Ca antag -2.
COc1cc(NC(=O)c2ccc(-c3ccc(F)c(F)c3)c3ccoc23)cc(OC)c1OC was read as M1 antag -18, M1 ag parental -0.6, M1 PAM parental 8, TAAR1 antag 16, TAAR1 agonist -1, M1 ag 2 and CHO-K1 Ca antag -2.
Screening CCCS(=O)(=O)NC(=O)C1(C)CCCN(C(=O)c2cc(-c3cccs3)oc2C)C1 (configuration not stated) returned M1 antag -4, M1 ag parental 0.1, M1 PAM parental -1, TAAR1 antag 0, TAAR1 agonist 1, M1 ag -1 and CHO-K1 Ca antag -1.
CCOC(=O)c1[nH]c(=S)n(Cc2ccccc2)c1C(=O)OCC was read as M1 antag -11, M1 ag parental -0.5, M1 PAM parental -15, TAAR1 antag 6, TAAR1 agonist 1, M1 ag 0 and CHO-K1 Ca antag 7.
CC(=O)Nc1cccc(-c2ccnc3c2CC(C)(C(=O)NC(C)C)O3)c1 (configuration not stated) was read as M1 antag -12, M1 ag parental -0.1, M1 PAM parental 5, TAAR1 antag 4, TAAR1 agonist 0, M1 ag 0 and CHO-K1 Ca antag -4.
CCN(CC)S(=O)(=O)c1cc([N+](=O)[O-])ccc1N=Nc1c(O)n(C)c2ccccc12 was read as M1 antag 0, M1 ag parental 0.5, M1 PAM parental 11, OXTR potentiate -6, TAAR1 antag 8, TAAR1 agonist 5, CHO parental Ca 4, M1 ag -6 and CHO-K1 Ca antag -9.
O=C(O)CCCCCNS(=O)(=O)/C=C/c1ccccc1 was read as M1 antag 4, M1 ag parental -0.4, M1 PAM parental -16, OXTR potentiate -4, TAAR1 antag 13, TAAR1 agonist 0, CHO parental Ca 7, M1 ag -4 and CHO-K1 Ca antag 14.
CC(NC(=O)[C@H](C)N1C(=O)N2CCc3c([nH]c4ccccc34)[C@@]2(C)C1=O)c1ccccc1 (some centres not stated) was read as M1 antag -7, M1 ag parental 0.1, M1 PAM parental 7, OXTR potentiate -1, TAAR1 antag 13, TAAR1 agonist 0, CHO parental Ca -15, M1 ag 1 and CHO-K1 Ca antag 0.
`Cc1ccc(NC(=O)CCSc2nnnn2-c2ccc3c(c2)OCO3)cc1C` gave M1 antag 14, M1 ag parental 1.0, M1 PAM parental -8, OXTR potentiate -4, TAAR1 antag 9, TAAR1 agonist -1, CHO parental Ca -8, M1 ag -1 and CHO-K1 Ca antag 18.
`CN1CCN(C(=O)c2ccccc2NC(=O)c2sc3ccccc3c2Cl)CC1` gave M1 antag -12, M1 ag parental 0.5, M1 PAM parental 7, OXTR potentiate 2, TAAR1 antag -4, TAAR1 agonist 5, CHO parental Ca -21, M1 ag -1 and CHO-K1 Ca antag 4.
For O=C(O)CC/C(=N/Nc1ccc([N+](=O)[O-])cc1)C(=O)O the results were M1 antag 16, M1 ag parental 0.5, M1 PAM parental -20, OXTR potentiate -4, TAAR1 antag -13, TAAR1 agonist 2, CHO parental Ca 0, M1 ag -2 and CHO-K1 Ca antag 0.
`CC(=O)c1c(N2CCN(C)CC2)[nH]c(-c2ccccc2)nc1=S` gave M1 antag -5, M1 ag parental 0.5, M1 PAM parental 10, OXTR potentiate -3, TAAR1 antag -3, TAAR1 agonist 1, CHO parental Ca -8, M1 ag -2 and CHO-K1 Ca antag -12.
For O=c1c2ccccc2c2ccccc2c(=O)n1Cc1ccc2c(c1)OCO2 the results were M1 antag -10, M1 ag parental 0.1, M1 PAM parental 14, TAAR1 antag 15, TAAR1 agonist -1, M1 ag -4 and CHO-K1 Ca antag -12.
CC(C)CCSc1nc2c(c(=O)[nH]c(=O)n2C)n1CCc1ccccc1 was read as M1 antag 0, M1 ag parental -0.4, M1 PAM parental 12, OXTR potentiate -13, TAAR1 antag -7, TAAR1 agonist 11, CHO parental Ca -18, M1 ag -3 and CHO-K1 Ca antag -1.
`COc1ccsc1C(=O)Nc1ccc(F)cc1F` gave M1 antag -9, M1 ag parental -0.2, M1 PAM parental 8, OXTR potentiate -6, TAAR1 antag 2, TAAR1 agonist 1, CHO parental Ca 1, M1 ag -9 and CHO-K1 Ca antag -10.
Screening COc1ccc(OCCCC(=O)NNC(=O)c2ccncc2)cc1 returned M1 antag -7, M1 ag parental 0.6, M1 PAM parental -6, OXTR potentiate -4, TAAR1 antag -13, TAAR1 agonist 2, CHO parental Ca -7, M1 ag -2 and CHO-K1 Ca antag 4.
For CSc1ccc(Cl)c(C(=O)NNC(=O)c2cccs2)c1 the results were M1 antag -9, M1 ag parental -0.2, M1 PAM parental -9, OXTR potentiate 3, TAAR1 antag -8, TAAR1 agonist 0, CHO parental Ca -6, M1 ag -3 and CHO-K1 Ca antag -10.
For O=C(CN1CCN(c2ccc(F)cc2)CC1)Nc1ccccc1Br the results were M1 antag -4, M1 ag parental 0.5, M1 PAM parental -1, OXTR potentiate -12, TAAR1 antag 8, TAAR1 agonist 5, CHO parental Ca -23, M1 ag -3 and CHO-K1 Ca antag -17.
CCOC(=O)/C(C#N)=C/c1c(Oc2cccc(C)c2)nc2c(C)cccn2c1=O was read as M1 antag -1, M1 ag parental 0.5, M1 PAM parental 23, OXTR potentiate -6, TAAR1 antag -3, TAAR1 agonist 0, CHO parental Ca -13, M1 ag -5 and CHO-K1 Ca antag -6.
ClCc1nc2ccccc2n1Cc1ccccc1 was read as M1 antag -4, M1 ag parental 1.5, M1 PAM parental 0, OXTR potentiate -12, TAAR1 antag -18, TAAR1 agonist 3, CHO parental Ca -19, M1 ag -9 and CHO-K1 Ca antag -6.
For COCC(=O)N=Nc1c(O)[nH]c2ccccc12 the results were M1 antag -7, M1 ag parental 0.3, M1 PAM parental 11, OXTR potentiate -10, TAAR1 antag -7, TAAR1 agonist 3, CHO parental Ca -14, M1 ag -7 and CHO-K1 Ca antag -4.
For O=C(C[n+]1ccc(/C=N/O)cc1)N1CCCCC1 the results were M1 antag -7, M1 ag parental 2.6, M1 PAM parental -11, OXTR potentiate -2, TAAR1 antag -10, TAAR1 agonist 1, CHO parental Ca -7, M1 ag -5 and CHO-K1 Ca antag 7.
Screening N#Cc1c(NC(=O)CSc2ncnc3sccc23)oc(-c2ccco2)c1-c1ccco1 returned M1 antag -16, M1 ag parental 0.3, M1 PAM parental 11, OXTR potentiate -7, TAAR1 antag -3, TAAR1 agonist 4, CHO parental Ca -12, M1 ag -2 and CHO-K1 Ca antag -7.
CCOc1ccc(C(C)NC(=O)c2ccccc2OCc2c(C)noc2C)cc1OCC (configuration not stated) was read as M1 antag -9, M1 ag parental 1.2, M1 PAM parental 17, OXTR potentiate -4, TAAR1 antag -5, TAAR1 agonist -2, CHO parental Ca -27, M1 ag 2 and CHO-K1 Ca antag 2.
For CCNC(=O)C1(C)CCCN(Cc2ccc(-c3ccccn3)cc2)C1 (configuration not stated) the results were M1 antag -3, M1 ag parental 1.1, M1 PAM parental 10, TAAR1 antag -4, TAAR1 agonist 2, M1 ag -9 and CHO-K1 Ca antag -6.
`C[C@@H]1CCCCO[C@H](CN(C)C(=O)NC2CCCCC2)[C@@H](C)CN([C@H](C)CO)C(=O)c2cc(NC(=O)c3ccccc3)ccc2O1` gave M1 antag -17, M1 ag parental 0.1, M1 PAM parental 5, TAAR1 antag -8, TAAR1 agonist 2, M1 ag -8 and CHO-K1 Ca antag -2.
`NS(=O)(=O)c1ccc(Nc2nc(-c3cccnc3)cs2)cc1` gave M1 antag -19, M1 ag parental 0.3, M1 PAM parental -12, TAAR1 antag -11, TAAR1 agonist 1, M1 ag 1 and CHO-K1 Ca antag 2.
Screening CCN(CC(=O)Nc1ccc(C(C)=O)cc1)CC(=O)Nc1ccc2c(c1)OCCO2 returned M1 antag -6, M1 ag parental 0.1, M1 PAM parental 7, OXTR potentiate -5, TAAR1 antag 3, TAAR1 agonist 0, CHO parental Ca -6, M1 ag 0 and CHO-K1 Ca antag -14.
For Nn1c(SCc2cccc(Oc3ccccc3)c2)nnc1C(F)(F)F the results were M1 antag -9, M1 ag parental 3.9, M1 PAM parental 18, OXTR potentiate -6, TAAR1 antag 4, TAAR1 agonist 5, CHO parental Ca -8, M1 ag -9 and CHO-K1 Ca antag 5.
`N#CCCSc1ncnc2c1oc1ccccc12` gave M1 antag 15, M1 ag parental 1.0, M1 PAM parental 0, OXTR potentiate -8, TAAR1 antag -16, TAAR1 agonist 15, CHO parental Ca -1, M1 ag -14 and CHO-K1 Ca antag -16.
Screening CCCCn1c(SCC(=O)NC(C)(C)C)nnc1-c1ccco1 returned M1 antag -5, M1 ag parental 0.9, M1 PAM parental 19, OXTR potentiate 0, TAAR1 antag -10, TAAR1 agonist 5, CHO parental Ca -1, M1 ag -7 and CHO-K1 Ca antag -11.
`O=C(NCc1ccc(F)cc1)C(c1cccnc1)N(C(=O)c1csnn1)c1ccccc1` (configuration not stated) gave M1 antag -13, M1 ag parental 1.3, M1 PAM parental 19, OXTR potentiate 7, TAAR1 antag -5, TAAR1 agonist 3, CHO parental Ca -18, M1 ag -4 and CHO-K1 Ca antag -8.
For O=C(O)c1cc(NS(=O)(=O)c2ccc(NCc3ccccc3)c([N+](=O)[O-])c2)cc(C(=O)O)c1 the results were M1 antag -14, M1 ag parental 3.3, M1 PAM parental 27, OXTR potentiate -16, TAAR1 antag -6, TAAR1 agonist 2, CHO parental Ca 1, M1 ag 1 and CHO-K1 Ca antag -12.
Screening COC(=O)c1cc(S(=O)(=O)N(C)c2ccc(C)c(C)c2)c[nH]1 returned M1 antag -1, M1 ag parental 3.9, M1 PAM parental 20, OXTR potentiate -9, TAAR1 antag 12, TAAR1 agonist 4, CHO parental Ca 0, M1 ag -1 and CHO-K1 Ca antag -6.
CC(NS(=O)(=O)c1ccc2c(c1)CC(=O)N2C)c1ccccc1 (configuration not stated) was read as M1 antag -10, M1 ag parental 1.2, M1 PAM parental 1, OXTR potentiate -11, TAAR1 antag 4, TAAR1 agonist -1, CHO parental Ca -16, M1 ag -2 and CHO-K1 Ca antag -12.
